# AmpC inh no detg – inhibitors of E. coli AmpC beta-lactamase without detergent | P00811 | AmpC nitrocefin hydrolysis, absorbance 480 nm, 0.0001% Triton | 330,000 compounds, 0.52% hits | AID 485341 | Potency, µM (titrated, usually from 57.1 µM), for the others: at the top dose activity change, negative = inhibition, hits mostly inhibitors;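 further: potency means the concentration at half of the fitted maximal effect; plate controls were no compound for no effect and no enzyme for full effect; nearly all actives have a fitted effect of over 20% in size; some results filed as inactive show a strong effect at the top dose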
# Target sequence (P00811 whole entry, looked up): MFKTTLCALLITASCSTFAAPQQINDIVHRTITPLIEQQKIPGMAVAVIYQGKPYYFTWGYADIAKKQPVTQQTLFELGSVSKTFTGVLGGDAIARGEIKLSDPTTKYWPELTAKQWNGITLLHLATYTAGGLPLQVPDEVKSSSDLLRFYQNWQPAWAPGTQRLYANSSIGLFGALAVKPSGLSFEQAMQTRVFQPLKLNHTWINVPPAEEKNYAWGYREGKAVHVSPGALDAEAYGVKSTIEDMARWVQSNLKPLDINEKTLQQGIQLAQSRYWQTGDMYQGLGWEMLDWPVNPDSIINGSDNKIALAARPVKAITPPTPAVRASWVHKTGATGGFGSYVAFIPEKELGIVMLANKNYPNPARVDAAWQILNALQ
#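 20 mM phosphate pH 7.0 + 0.01% (detergent screen) or 0.0001% Triton X-100; 5.3 nM AmpC reagent; cpd preinc 15 min RT; nitrocefin (800 uM stock) to start; A480 q20 s × 4 min; Activity was normalised to no-enzyme and no-compound control wells.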
# TbPYK inhibitor – blocks Trypanosoma brucei pyruvate kinase. Potency, µM (doses to about 76.8 µM), for inactives: at the top dose activity, negative = inhibition, usual class: inhibitors. Q57TT1. TbPYK enzyme, Kinase-Glo Plus ATP luminescence, 45 min. 410,000 compounds, 0.12% hits; further: potency means the concentration at half of the fitted maximal effect; nearly all actives have a fitted effect of over 50% in size
#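 Luminescent Kinase-Glo Plus end-point after 45 min room-temperature reaction of T. brucei pyruvate kinase started with 130 uM ADP (final). Buffer TEA 50 mM pH 7.2 with KCl, MgCl2, BSA, Tween-20; titration-based qHTS with fitted concentration-effect curves.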
# AMA1-RON2 inh – AMA1-RON2 (P. falciparum) interaction inhibition. 360,000 compounds, 0.2% hits. AlphaScreen AMA1-biotinylated RON2 peptide binding. Potency, µM (highest dose often 58.2 µM), inactives show at the top dose activity change, negative = inhibition, hits mostly inhibitors;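 further: potency means the concentration at half of the fitted maximal effect; 0% = vehicle wells and -100% = peptide control; nearly all actives have a fitted effect of over 45% in size; some results filed as inactive show a strong effect at the top dose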
#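 AMA1 (3D7) with his tag at 25 nM final met compounds first, then biotinylated RON2 peptide at 25 nM; detection used donor plus acceptor beads, 10 µg/mL apiece, read by AlphaScreen after 30 min at room temperature.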
# HCV inh – blocks hepatitis C virus. 340,000 compounds, 3.4% hits. Potency, µM (series often up to 41.8 µM), for the others: at the highest dose activity change, negative = inhibition, actives largely listed as inhibitors. Huh7.5.1 HCVcc-Cre infection, luciferase reporter, 44 h; further: potency means the concentration at half of the fitted maximal effect
#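 After 44 h co-culture of compound, cells and HCVcc-Cre (~0.5 moi), substrate is added for 15 min at room temperature and luciferase measured over 15 sec. Cells were seeded at 1,000/well and pre-cultured 4 h.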
# LmPK inh – inhibitors of Leishmania mexicana pyruvate kinase | purified LmPK, Kinase-Glo ATP luminescence, 1 h | 290,000 compounds, 0.37% hits | Potency, µM (series often up to 57.5 µM), for inactives: top-dose activity change, negative = inhibition, most hits filed as inhibitors | AID 1721; further: potency means the concentration at half of the fitted maximal effect
# Target sequence (Q27686 whole entry, looked up): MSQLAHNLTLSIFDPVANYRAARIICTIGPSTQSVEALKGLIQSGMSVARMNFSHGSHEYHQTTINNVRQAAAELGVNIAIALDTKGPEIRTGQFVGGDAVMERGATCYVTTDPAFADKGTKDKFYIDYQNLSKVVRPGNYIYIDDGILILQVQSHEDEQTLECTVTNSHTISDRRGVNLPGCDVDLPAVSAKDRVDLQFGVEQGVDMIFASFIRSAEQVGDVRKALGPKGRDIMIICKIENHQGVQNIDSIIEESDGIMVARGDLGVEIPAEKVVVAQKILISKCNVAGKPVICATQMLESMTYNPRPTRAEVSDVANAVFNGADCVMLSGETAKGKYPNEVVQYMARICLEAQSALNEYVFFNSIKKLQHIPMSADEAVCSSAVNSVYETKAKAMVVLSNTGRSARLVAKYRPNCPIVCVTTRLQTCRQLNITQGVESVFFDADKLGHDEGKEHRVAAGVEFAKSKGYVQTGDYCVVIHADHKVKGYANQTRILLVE
#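 0.1 nM LmPK, 0.5 mM PEP, 0.1 mM ADP; 50 mM imidazole pH 7.2, 7 mM MgCl2, 50 mM KCl; 1 h RT. Kinase-Glo luminescence readout, normalized to no-enzyme (full inhibition) and uninhibited wells.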
# HCMV inh – human cytomegalovirus inhibition; HFF cells, HCMV-luciferase reporter, 72 h; hits give low values; activity change, negative = inhibition, % at 57.5 µM; 410,000 compounds, 4.5% hits; AID 1259415; in the data active means activity change below about -60%; inconclusive means no clear call, values can overlap the other calls; inactive means above about -39%
#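 Steps: HFFs plated, 16 h 37C; compounds added; HCMV-luciferase added to MOI 1 PFU/cell; 72 h 37C; OneGlo reagent, 5 min room temperature; luminescence read, normalized to controls.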
# AmpC detergent – inhibitors of E. coli AmpC beta-lactamase with detergent; P00811; AID 485294; AmpC hydrolysis of nitrocefin, absorbance 480 nm, 0.01% Triton; 370,000 compounds, 0.041% hits; Potency, µM (doses to about 114 µM), without a hit: at the top dose activity change, negative = inhibition, hits mostly inhibitors;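 further: potency means the concentration at half of the fitted maximal effect; 0% = no-compound wells and -100% = no-enzyme wells; nearly all actives have a fitted effect of over 25% in size; some results filed as inactive show a strong effect at the top dose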
#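 AmpC (5.3 nM in the dispensed reagent) in 20 mM phosphate pH 7.0 with 0.01% (detergent screen) or 0.0001% Triton X-100 was preincubated with compounds for 15 min at room temperature. Nitrocefin was then added from an 800 uM solution, and hydrolysis was followed at 480 nm.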
# * marks the source's active call; other numbers are inactive results; ? = inconclusive; . = no result given; [ ] = another dose, or the depositor's remark. Unless noted, the call rests on the fitted dose curve; in most records, active means well fitted curve in the direction sought with a large enough effect; inconclusive means small, poorly fitted or top-dose-only effect, or another doubt; inactive means no such curve, though single readings can be large; an effect the other way counts as inactive or inconclusive. Unless noted, on the % scale 0 is the no-effect control and ±100 the full control effect.
smiles | AmpC inh no detg | TbPYK inhibitor | AMA1-RON2 inh | HCV inh | LmPK inh | HCMV inh | AmpC detergent
Cc1[nH]n(-c2ccccc2)c(=O)c1N=Nc1ccc(C(N)=O)cc1 | -14% | -1% | -5% | -8% | 2% | 3 | ?
CCOc1ccc(-c2[nH]ncc2-c2csc(C)n2)c(O)c1 | -8% | 0% | 83%[activator] | -7% | 2% | -7 | 3%
COC(=O)CSc1nnc(CCc2nc3ccccc3[nH]2)n1C | -20% | 0% | 6% | -1% | 6% | 11 | 3%
Cc1ccc(S(=O)(=O)N2CCN(C(=O)CN3CCCCC3)C2C(C)C)cc1 (stereo not drawn) | -11% | -2% | 2% | -8% | 2% | -1 | -12%
Cc1nc2c(-c3ccc(F)cc3)c(C)nn2c(C)c1CCC(=O)N1CCC(Cc2ccccc2)CC1 | 1% | 0% | 8% | -10% | 9% | 25 | 4%
Cc1nn(-c2ccccc2)c(Cl)c1/C=N/NC(=O)c1nn(C)cc1[N+](=O)[O-] | 27% | 10% | 14% | 0% | -1% | -99* | 2%
CC(=O)N1CCC(N(CCCOC(C)C)C(=O)Nc2ccc(Cl)cc2)CC1 | . | 1% | 2% | 2% | . | 12 | .
Cc1ccc(S(=O)(=O)N2CCN(CC(=O)N/N=C\c3cccnc3)CC2)cc1 | 2% | 6% | -13% | 33%[activator] | -3% | 2 | -5%
CCC1=C(OC(=O)N(CC)CC)N2C(=O)OC(=NCC3CC3)[C@]2(C)[C@H]2C1=CC[C@H]1C(=O)NC(=O)[C@H]12 | 31% | -6% | 14% | 27%[8.37 µM] | 3% | -28 | -5%
CCN(CC)S(=O)(=O)c1ccc(N2CCOCC2)c(NC(=O)C2CSC3(C)CCC(=O)N23)c1 (stereo not drawn) | 119%[activator] | 2% | -4% | -27% | -3% | -38 | ?
O=C(COc1ccc(S(=O)(=O)NC2CCCCC2)cc1)NC1CCCC1 | 7% | 0% | 0% | -4% | 2% | -26 | -5%
O=C(COC(=O)c1ccc2c(c1)OCCO2)NCc1ccccc1 | -23% | -5% | 5% | -4% | -1% | -8 | -8%
O=C(NCc1ccc2c(c1)OCO2)C1CCN(S(=O)(=O)N2CCOCC2)CC1 | -3% | 0% | 10% | 21% | -2% | -15 | -16%
COC(C[C@@H](O)C[C@H](O)COCc1ccccc1)OC | -13% | 2% | -4% | -8%[8.37 µM] | -4% | -2 | 3%
Cc1ccc2nc(-c3ccccc3)c(Cc3cccc(Cl)c3)n2c1 | . | -6% | 14% | . | . | 44 | .
COC(=O)c1ccc(CNC(=O)C2CCC(=O)N(Cc3cccc(F)c3)C2)cc1 (stereo not drawn) | 42% | 1% | 10% | . | 0% | -2 | 3%
CC(C)=NOc1cc(NC(=O)CCl)cc([N+](=O)[O-])c1 | -27% | -11% | -3% | 25µM* | 7% | -83* | -7%
CCOC(=O)/C(C(=O)Nc1ccc(Cl)cc1Cl)=C1/NC(C)(C)Cc2ccccc21 | -13% | . | . | 1% | 5% | . | -12%
O=C(NCCc1cccc(C(F)(F)F)c1)C1CCC(=O)N(CCc2cccc(F)c2)C1 (stereo not drawn) | 149%[activator] | -4% | -11% | -9% | 11% | 0 | -14%
CC1CCN(S(=O)(=O)c2ccc3nc(NCc4ccc(F)cc4)ccc3c2)CC1 | . | 2% | . | . | . | -36 | 7%
CCCN(CCC)C(=O)C1CCCN1S(=O)(=O)c1cccc2nsnc12 (stereo not drawn) | -8% | 28% | 6% | 12% | -1% | -16 | 4%
CC(O)c1cccc(NC(=O)Nc2cccc(NC(=O)Nc3cccc(C(C)O)c3)c2)c1 (stereo not drawn) | -32% | -5% | 3% | -3% | 4% | -27 | 1%
COc1ccc2c(c1)c1nc3n(c(=O)c1n2CC(=O)Nc1ccccc1)CCS3 | -4% | 0% | 2% | 8% | 5% | -23 | 1%
Cc1cccc(NC(=O)c2cccc(NC(=O)c3ccccc3)c2)n1 | -34% | 5% | 0% | ? | 2% | -13 | -5%
Nc1c(C(=O)NCc2ccccc2)sc2nc3c(cc12)C(=O)CCC3 | -18% | -10% | -15% | -5% | 2% | 25 | -10%
COc1ccc(CNCCC2(O)CC(C)N(C)CC2C)cc1OC (stereo not drawn) | -17% | 3% | -8% | 2% | -4% | -7 | -11%
CCOC(=O)CN1C(=O)N[C@@H](CCc2ccccc2)C(C(=O)OC)=C1C | . | 1% | 69%[activator] | 16% | -2%[11.5 µM] | 11 | .
O=C1CCC(C(=O)OCc2c(Cl)cccc2Cl)N1 (stereo not drawn) | -6% | 4% | -13% | 0% | -3% | -6 | -7%
O=C(NNC1=C(C(=O)C(F)(F)F)CCC1)c1ccc(Cl)cc1 | -26% | 1% | 63%[activator] | -6% | -4% | 10 | ?
O=C(COC(=O)c1ccc(F)c(S(=O)(=O)N2CCOCC2)c1)NCc1ccco1 | -5% | 2% | -18% | 10% | -22% | ? | 3%
CCOC(=O)c1c(C)[nH]c(CCC(=O)Nc2cc(C)ccc2OC)c1C | . | -2% | . | . | . | -5 | 19%
CCOc1ccc(NC(=O)CN(C)C(=O)c2c(-c3ccccc3)noc2C)cc1OCC | 24% | -2% | -3% | ? | . | 5 | ?
COc1ccc(OC)c(NC(=O)c2cnc(N3CCCC3)nc2C)c1 | . | -2% | . | . | . | -1 | 13%
COc1ccc(C(=O)Oc2cccc3cccnc23)cc1[N+](=O)[O-] | -20% | 0% | 37%[activator] | -10% | 6% | -2 | 2%
CCCc1cc(=O)[nH]c(SCC(=O)c2ccc3c(c2)NC(=O)CO3)n1 | -40% | -9% | 12% | -6% | 3% | 18 | -8%
CC1(C)CC2CC(C)(CN2C(=S)Nc2ccccc2)C1 (stereo not drawn) | -9% | -1% | 4% | 17% | -5% | -61* | 5%
CC1CCCCC1N1CCN(C(=O)c2cccc(F)c2)CC1 (stereo not drawn) | ? | -3% | -2% | 12% | -7% | 23 | -1%
CCN(C(=O)Cn1nc(Cc2ccncc2)c2ccccc2c1=O)c1ccc(OC)cc1 | . | 0% | . | . | . | -21 | 7%
CCOc1ccc(CNC(=O)CCCN2C(=O)C(c3ccccc3)Oc3cccnc32)cc1 (stereo not drawn) | 3% | 4% | -7% | 7% | 5% | 18 | -8%
Cc1ccc(NC(=O)N/C=C/c2ccc(Cl)cc2)cc1 | -40% | -20% | -5% | 4% | 3% | ? | 13%
COc1ccc(CC(=O)NNS(=O)(=O)c2ccccc2[N+](=O)[O-])cc1 | -24% | 6% | -3% | 16% | -3% | -29 | -2%
COc1ccc(-c2cc(C(=O)NCCN3CCOCC3)c3ccccc3n2)c(OC)c1 | . | -3% | 0% | 8% | 5% | -7 | -1%
CCCC(=O)Nc1ccccc1OCc1cc(=O)n2cc(C)ccc2n1 | . | 0% | . | . | . | 28 | 0%
O=C1N/C(=N\S(=O)(=O)Cc2ccccc2)S/C1=C/c1cc([N+](=O)[O-])ccc1O | -40% | -15% | -8% | 1% | -15% | -6 | ?
O=C(CSc1n[nH]c(=O)n1C1CC1)Nc1ccccc1 | -33% | -6% | -12% | 10% | -1% | -4 | ?
CCCC(=O)N(CCN(C(=O)CCC)c1ccccc1)c1ccccc1 | 56% | 9% | -8% | -6% | 3% | -18 | -15%
CSc1ccc(C2CC(=O)Nc3c2c(=O)n(C)c(=O)n3C)cc1 (stereo not drawn) | -1% | -11% | -22% | -2% | 0% | 0 | -4%
c1ccc2c(c1)CCc1snnc1-2 | -15% | 3% | 9% | 6% | 1% | -23 | -15%
CC(C)c1ccc(NC2=CC(=O)CC(C)(C)C2)cc1 | -1% | 0% | -2% | ? | 1% | -27 | 3%
CCOc1ncccc1C(=O)OCC(=O)NC1CCCCCC1 | -1% | 5% | 24% | -12% | . | -21 | -16%
COc1cc(C2c3c([nH]c(=O)[nH]c3=O)Nc3ccc4ccccc4c32)ccc1O (stereo not drawn) | -35% | -8% | -9% | 10µM* | -1% | 57 | 3%
CCc1cc(C(=O)O)c(NC(=O)c2cc(OC)c(OC)c(OC)c2)s1 | -24% | -4% | -6% | -2% | -1% | -34 | ?
CN(C)CCCOC(=O)N1c2ccccc2C=Cc2ccccc21 | 2% | -7% | -2% | -4% | -1% | -26 | 3%
Cc1nc(SCC(=O)N2CCCCCC2)[nH]c(=O)c1C | -8% | 3% | 22% | -6% | . | 1 | -14%
N#Cc1cnn(-c2cccc(Cl)c2)c1-n1cccc1 | -14% | 0% | -5% | 4% | 3% | 7 | 5%
Cc1cc(=O)[nH]c(SCC(=O)Nc2nc3c(s2)CCCC3)n1 | -26% | -1% | 11% | 8% | -1% | 90 | 2%
COC(=O)c1ccccc1NC=C1C(=O)OC2(CCCCC2)OC1=O | -13% | 2% | 22% | 8% | -1% | -6 | -8%
COC(=O)C1=C(c2ccc(C(C)=O)cc2)C[C@@H]2CC[C@H]1N2C(=O)NCc1ccco1 | 0% | 0% | 9% | -1% | . | 3 | -2%
N#C/C(=C\c1cn(CC(=O)O)c2ccccc12)C(=O)NCc1ccccc1 | -29% | -19% | 23% | 8% | 5% | -4 | 0%
CC1C(c2ccccc2)C(C#N)(C#N)C2(C#N)C(=O)NC1(N)C2C (stereo not drawn) | -4% | 4% | -14% | -2% | 7% | 18 | 4%

# (more compounds)
smiles | AmpC inh no detg | TbPYK inhibitor | AMA1-RON2 inh | HCV inh | LmPK inh | HCMV inh | AmpC detergent
CCOC(=O)Nc1ccc2c(c1)N(C(=O)CCN(CC)CC)c1ccccc1CC2 | 30% | -4% | -1% | 4% | 7% | 1 | ?
Cc1cc(N2C(=O)C(O)=C(C(=O)c3ccco3)C2c2ccccc2F)no1 (stereo not drawn) | -41% | 5% | -2% | 1% | 4% | . | -3%
CCc1ccc2nc(N3C(=O)C(O)=C(C(=O)c4ccco4)C3c3cccs3)sc2c1 (stereo not drawn) | -38% | 1% | -3% | ? | 5% | . | ?
COc1ccccc1C(=O)Nc1ccc(N2CCN(C(C)=O)CC2)cc1 | -2% | 0% | 1% | 22% | -1% | ? | -11%

# An excerpt from above in order of molar mass, low to high:
smiles | AmpC inh no detg | TbPYK inhibitor | AMA1-RON2 inh | HCV inh | LmPK inh | HCMV inh | AmpC detergent
N#C/C(=C\c1cn(CC(=O)O)c2ccccc12)C(=O)NCc1ccccc1 | -29% | -19% | 23% | 8% | 5% | -4 | 0%
CCOC(=O)Nc1ccc2c(c1)N(C(=O)CCN(CC)CC)c1ccccc1CC2 | 30% | -4% | -1% | 4% | 7% | 1 | ?
CCc1ccc2nc(N3C(=O)C(O)=C(C(=O)c4ccco4)C3c3cccs3)sc2c1 (stereo not drawn) | -38% | 1% | -3% | ? | 5% | . | ?

# Screens: PubChem BioAssay, National Center for Advancing Translational Sciences (NCATS)
